Screening results as filed in PubChem BioAssay.
Bcl-xL primary = Bcl-xL (human) inhibition. GST-Bcl-xL / FITC-Bim BH3 peptide fluorescence polarization. AID 2129. inhibition, % at 10.9 µM. Q07817. actives 0.7% (n = 320,000);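 active means inhibition above the mean of all tested compounds plus 3 SD, cutoff set per campaign, cut at about 30% in these data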;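 further: 0% = DMSO wells and 100% = unlabeled Bim-BH3 peptide competitor; inhibitors lower millipolarization by displacing the labeled peptide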
Target sequence (Q07817 whole entry, looked up): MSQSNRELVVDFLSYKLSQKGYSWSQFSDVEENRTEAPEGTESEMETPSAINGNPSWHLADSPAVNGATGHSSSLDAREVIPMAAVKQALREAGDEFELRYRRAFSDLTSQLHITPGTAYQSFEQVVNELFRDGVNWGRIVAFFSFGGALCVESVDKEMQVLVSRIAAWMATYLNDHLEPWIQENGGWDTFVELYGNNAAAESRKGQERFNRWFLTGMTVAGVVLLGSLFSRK
CIT2 TOR yeast = modulators of TOR pathway CIT2-GFP in S. cerevisiae; S. cerevisiae CIT2-GFP strain, flow cytometry, 3 h; 100 means same as DMSO wells; GFP response vs DMSO, % at 10 µM; actives 0.065% (n = 320,000); AID 2029;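 active means GFP response relative to DMSO above a set limit, near the screen mean plus 3 SD, cut at about 150% in these data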;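 further: ratio of well median GFP fluorescence to mean of DMSO wells on the plate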
GRK2 inh = human GRK2 inhibition via aptamer displacement | P25098 | bead flow cytometry, FAM-aptamer displacement from GRK2 | AID 488847 | inhibition of aptamer binding, % at 10 µM | actives 0.59% (n = 330,000);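 active means inhibition of aptamer binding above 40%, roughly 3 SD of noise, on plates passing a quality check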;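 further: median bead fluorescence of bound FAM aptamer so fluorescent compounds give negative values; no value below 0 was filed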
MCL1-BIM inh = inhibitors of human MCL1 binding to BIM-BH3 peptide. Q07820. GST-MCL1 / FITC-Bim-BH3 fluorescence polarization. inhibition, % at 10.9 µM. actives 0.68% (n = 320,000). AID 2057;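 active means inhibition above the mean inhibition of all tested compounds plus 3 SD, set per campaign, cut at about 40% in these data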;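 further: 0% = DMSO wells and 100% = unlabeled Bim-BH3 peptide control; higher means more loss of mP so more displacement of Bim peptide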
Target sequence (Q07820 whole entry, looked up): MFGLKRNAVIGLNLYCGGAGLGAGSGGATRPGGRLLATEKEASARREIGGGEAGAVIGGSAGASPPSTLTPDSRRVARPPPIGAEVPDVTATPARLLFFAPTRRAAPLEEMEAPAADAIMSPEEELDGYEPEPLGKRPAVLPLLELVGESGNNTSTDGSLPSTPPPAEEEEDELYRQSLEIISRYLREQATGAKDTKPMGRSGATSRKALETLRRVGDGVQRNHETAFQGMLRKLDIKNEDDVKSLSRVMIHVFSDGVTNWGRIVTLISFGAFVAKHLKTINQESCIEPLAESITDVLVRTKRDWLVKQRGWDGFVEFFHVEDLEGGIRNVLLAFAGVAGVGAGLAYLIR
VLA-4 inh = inhibition in a human VLA-4 binding assay. actives 0.2% (n = 330,000). inhibition, % (about 7 µM as worked out from the volumes in the protocol). VLA-4 expressing cells, ligand binding flow cytometry; in the data active means inhibition above about 50%
MEX-5 binding = C. elegans MEX-5 TCR-2 RNA binding activity; Q9XUB2; AID 1832; activity score (negative = inhibition of binding), % at 10 µM; MEX-5/FITC-TCR2 RNA binding, fluorescence polarization; stronger effect = lower value; actives 0.38% (n = 300,000);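 active means inhibition past about -25% in most replicates, and total fluorescence under double the plate's negative control median, limit read from the data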;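 further: 0% = DMSO and -100% = 5 µM competing unlabeled TCR2 RNA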
Target sequence (Q9XUB2 whole entry, looked up): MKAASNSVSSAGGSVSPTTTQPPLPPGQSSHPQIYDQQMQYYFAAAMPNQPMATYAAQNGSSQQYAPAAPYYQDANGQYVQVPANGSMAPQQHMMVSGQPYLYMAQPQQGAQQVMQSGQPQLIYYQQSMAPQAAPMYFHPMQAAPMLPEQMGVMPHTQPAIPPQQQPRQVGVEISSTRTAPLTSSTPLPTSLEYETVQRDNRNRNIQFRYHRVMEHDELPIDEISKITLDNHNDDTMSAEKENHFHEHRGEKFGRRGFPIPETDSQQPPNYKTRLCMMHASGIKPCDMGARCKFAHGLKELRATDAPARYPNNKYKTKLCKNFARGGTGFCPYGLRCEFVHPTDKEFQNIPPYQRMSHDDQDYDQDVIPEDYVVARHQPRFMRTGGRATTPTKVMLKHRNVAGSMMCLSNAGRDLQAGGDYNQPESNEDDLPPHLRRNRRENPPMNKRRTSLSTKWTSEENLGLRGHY
AGP1 TOR yeast = alters AGP1-GFP fluorescence in TOR pathway yeast screen; S. cerevisiae AGP1-GFP multiplex flow cytometry, 3 h; GFP as percent of DMSO wells; GFP response vs DMSO, % at 10 µM; actives 0.02% (n = 320,000);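 active means GFP response relative to DMSO above a set limit, near screen average plus 3 SD, cut at about 150% in these data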;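 further: median GFP channel fluorescence of the gated AGP1 strain per well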
GLD-1 TGE inh = GLD-1-TGE RNA interaction inhibition (C. elegans); actives 0.44% (n = 320,000); Q17339; purified GLD-1 + fluorescein TGE RNA, fluorescence polarization; inhibition, % at 5.96 µM;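 active means percent inhibition above a per-plate cutoff, the plate mean of test compounds plus 3 SD, cut at about 30% in these data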;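 further: 0% = DMSO wells with GLD-1 and probe and 100% = wells lacking GLD-1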
Yeast superoxide = yeast age-related superoxide inhibition as caloric restriction mimetic; superoxide response (% of plate mean), % at 10 µM; S. cerevisiae aged cells, superoxide DHE fluorescence; stronger effect = lower value; actives 0.18% (n = 330,000);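 active means superoxide response under a set limit, about three screen SD below normal, cut at about 65% in these data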;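 further: yeast aged for seven days with compound at 30 °C before DHE staining; 100% = average MFI of all compound-treated wells on the plate with controls excluded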
* hit, by the source's call; . = no result given; + = active, no number.

| SMILES | Bcl-xL primary | CIT2 TOR yeast | GRK2 inh | MCL1-BIM inh | VLA-4 inh | MEX-5 binding | AGP1 TOR yeast | GLD-1 TGE inh | Yeast superoxide |
| --- | --- | --- | --- | --- | --- | --- | --- | --- | --- |
| Cc1ccc(NC(=S)NC2CC3CCC(C2)N3Cc2ccco2)cc1C (stereo not given) | 20.7 | 93.5 | 3.0 | 9.8 | 7.5 | 1.4 | 98.0 | 7.2 | 101.0 |
| CCOc1ccccc1NC(=O)C1CCCN(S(=O)(=O)c2cccc3cccnc23)C1 (stereo not given) | 1.2 | 96.6 | 0.0 | 2.1 | -15.8 | 1.9 | 105.0 | 0.8 | 96.4 |
| COC(=O)CCc1c(C)c(C(=O)c2ccco2)c2ccccn12 | 12.3 | 79.4 | 3.0 | 7.5 | 4.0 | -3.0 | 101.7 | 10.9 | 91.0 |
| O=C(NCCCN1CCOCC1)c1ccccc1NS(=O)(=O)c1ccc(Br)cc1 | 1.3 | 106.5 | 1.0 | 0.3 | 2.8 | -1.4 | 122.7 | 0.3 | 106.5 |
| C=CCOC(=O)C1=C(C)NC(C)=C(C(=O)OCC=C)C1c1ccc(C)o1 | 2.1 | 96.4 | 0.0 | 6.1 | -3.3 | -1.7 | 102.8 | 13.0 | 99.8 |
| O=C(CN1C(=O)c2ccccc2S1(=O)=O)N1CCN(c2cccc(Cl)c2)CC1 | 11.2 | 88.6 | 2.0 | 10.5 | 15.2 | 0.7 | 101.8 | 5.3 | 116.2 |
| CC1c2nc3ccccc3n2C(CC(=O)NC2CC2)C(=O)N1Cc1ccccc1 (stereo not given) | 2.4 | 102.3 | 0.0 | 5.0 | -1.1 | -0.9 | 100.2 | -0.5 | 89.7 |
| COC(=O)c1ccc(N2CCOCC2)c(NC(=O)c2ccc3c(c2)OCCO3)c1 | 5.0 | 100.5 | 0.0 | 0.1 | 5.3 | 1.3 | 95.7 | 3.2 | 107.4 |
| Cn1c(=O)c(Nc2ccc(O)cc2)c2c3c(cccc31)C(=O)c1ccccc1-2 | 164.1* | 105.5 | 2.0 | + | -2.9 | -16.5 | 110.3 | 154.8* | 106.4 |
| O=C(NC1CCCCC1)NC1CCN(S(=O)(=O)c2ccc3c(c2)OCCO3)CC1 | 6.7 | 103.8 | 0.0 | 1.1 | -8.1 | -0.4 | 102.2 | 1.1 | 87.5 |
| Cc1ccc(NC(=O)c2ccco2)c(NC(=O)c2ccccc2C)c1 | 1.9 | 106.1 | 0.0 | 6.5 | 0.4 | 2.4 | 92.9 | 4.8 | 104.7 |
| Cc1occc1-c1nnc(SCC(=O)c2ccc(F)cc2)o1 | -1.9 | 99.5 | 15.0 | 3.6 | -1.5 | 0.7 | 95.2 | 11.4 | 98.8 |
| c1ccc(-c2nnc(OCc3cccnc3)c3ccccc23)cc1 | 1.1 | . | 0.0 | -4.7 | -3.8 | 1.5 | 85.1 | -0.7 | 95.8 |
| O=c1[nH]c(C2CCCN(S(=O)(=O)c3ccccc3)C2)nc2c1nnn2Cc1ccccc1F (stereo not given) | 5.5 | 95.3 | 0.0 | 2.1 | 10.2 | 1.5 | 97.2 | 5.2 | 102.2 |
| COc1ccc(N(S(=O)(=O)c2ccccc2)S(=O)(=O)c2ccccc2)c(N)c1 | 0.9 | 97.5 | 1.0 | -11.9 | -11.8 | 1.3 | 100.2 | 5.8 | 88.4 |
| Cc1ccc(S(=O)(=O)c2c(C)cc(C)nc2Cl)cc1 | 1.6 | 96.2 | 1.0 | -3.5 | -3.6 | -0.7 | 100.0 | 6.7 | 99.2 |
| COc1ccc2[nH]c(=O)c(CN(C3CCCCC3)C(c3nnnn3Cc3ccco3)C(C)C)cc2c1 (stereo not given) | -24.8 | 94.1 | 2.0 | -33.8 | 17.3 | 3.2 | 92.5 | -15.3 | 101.4 |
| O=S1(=O)N=C(N/N=C/c2ccccn2)c2ccccc21 | -2.3 | 87.7 | 0.0 | -6.7 | 10.3 | -0.1 | 90.1 | -0.5 | 112.7 |
| O=S(=O)(c1cccc(S(=O)(=O)N2CCN(c3ncccn3)CC2)c1)N1CCOCC1 | 7.9 | 95.2 | 1.0 | 5.1 | -5.0 | -0.1 | 94.7 | 0.3 | 94.4 |
| CCOC(=O)CC1=C(C(=O)OCC)C(c2cccs2)C(C#N)=C(N)O1 (stereo not given) | 10.8 | 101.0 | 0.0 | 14.3 | -2.0 | -5.2 | 106.5 | 7.2 | 95.8 |
| Cc1c(C(=O)OCC(C)C)[nH]c2c1C(=O)CC(c1cccs1)C2 (stereo not given) | 0.9 | 100.3 | 0.0 | -1.1 | -16.2 | -1.5 | 78.0 | -2.5 | 95.9 |
| O=C(C(c1ccccc1)c1ccccc1)N1CCN(Cc2ccco2)CC1 | 5.7 | 105.7 | 3.0 | 3.3 | 10.0 | -2.7 | 105.5 | 5.1 | 95.2 |
| CCc1ccc2[nH]c(=O)c(C(c3nnnn3CCOC)N3CCN(c4ccccc4)CC3)cc2c1 (stereo not given) | 0.0 | 105.5 | 1.0 | -0.8 | 22.5 | -2.3 | 116.0 | 3.0 | 93.2 |
| CCCNC(=O)c1n[nH]c2c1CC(C(C)(C)CC)CC2 (stereo not given) | 5.6 | 96.3 | 1.0 | -2.3 | 24.8 | . | 100.8 | -1.6 | 96.9 |
| Cc1c(O)ccc2c(O)c(NC(=O)c3ccc4c(c3)CCC(C)(C)O4)c(=O)oc12 | 3.0 | 95.1 | 3.0 | 2.4 | 8.1 | -1.1 | 91.0 | -1.2 | 94.8 |

Complete entries, looked up by structure.
Results for O=S1(=O)N=C(N/N=C/c2ccccn2)c2ccccc21 : Bcl-xL primary = -2.3; CIT2 TOR yeast = 87.7; GRK2 inh = 0.0; MCL1-BIM inh = -6.7; VLA-4 inh = 10.3; MEX-5 binding = -0.1; AGP1 TOR yeast = 90.1; GLD-1 TGE inh = -0.5; Yeast superoxide = 112.7
Results for c1ccc(-c2nnc(OCc3cccnc3)c3ccccc23)cc1 : Bcl-xL primary = 1.1; CIT2 TOR yeast = .; GRK2 inh = 0.0; MCL1-BIM inh = -4.7; VLA-4 inh = -3.8; MEX-5 binding = 1.5; AGP1 TOR yeast = 85.1; GLD-1 TGE inh = -0.7; Yeast superoxide = 95.8

Next section.
| SMILES | Bcl-xL primary | CIT2 TOR yeast | GRK2 inh | MCL1-BIM inh | VLA-4 inh | MEX-5 binding | AGP1 TOR yeast | GLD-1 TGE inh | Yeast superoxide |
| --- | --- | --- | --- | --- | --- | --- | --- | --- | --- |
| Cc1ccc(NC(=O)CN(C)C2CCCCC2)cc1Br | 1.1 | 87.2 | 0.0 | -4.8 | 5.7 | -1.2 | 100.7 | 7.8 | 91.4 |
| O=C(NC(=S)Nc1nc(-c2cccc([N+](=O)[O-])c2)cs1)c1ccccc1Cl | 4.3 | 100.7 | 1.0 | 8.6 | 6.2 | -3.6 | 109.0 | -4.2 | 96.5 |
| O=C(Cc1ccccc1)NC(Nc1ccccc1)C(Cl)(Cl)Cl (stereo not given) | 0.5 | 100.7 | 0.0 | 4.6 | -2.4 | 2.1 | 101.1 | 4.5 | 94.7 |
| COc1ccc(CN2CCNC(=O)C2CC(=O)NCCc2c[nH]c3ccccc23)c(OC)c1 (stereo not given) | 3.3 | 84.9 | 0.0 | 6.6 | 15.6 | 3.2 | 88.7 | 3.9 | 107.7 |
| CC(=O)c1c(C)nn(CC(O)COc2ccc3c(c2)CCC3)c1C (stereo not given) | -1.0 | 63.8 | 3.0 | 4.2 | 23.9 | 0.3 | 71.7 | -2.2 | 96.3 |
| c1ccc(-c2cc3n(c2)CCc2ccccc2-3)cc1 | 4.2 | 105.6 | 5.0 | 10.5 | -18.4 | 2.7 | 92.6 | 7.7 | 110.7 |
| COc1ccc(C2CC(c3ccc4ccccc4c3)=NN2C(=O)CN2C(=O)CCC2=O)cc1 (stereo not given) | 4.8 | 101.8 | 2.0 | -2.6 | 7.6 | 2.8 | 103.0 | 4.1 | 101.0 |
| NC(=O)C1CCN(c2oc(-c3ccccc3F)nc2S(=O)(=O)c2ccc(Cl)cc2)CC1 | 3.5 | 106.0 | 0.0 | 4.0 | -3.4 | 0.5 | 104.5 | -2.0 | 102.6 |
| Cc1ccc(S(=O)(=O)N(CC(=O)N/N=C\c2cccs2)c2cccc3cccnc23)cc1 | 8.7 | . | 35.0 | 17.6 | 6.8 | 0.2 | . | 5.2 | 97.6 |
| CCCCC1CCC(C(=O)N(C)CC(=O)Nc2cccc(F)c2)CC1 (stereo not given) | -7.0 | 87.7 | 1.0 | -0.6 | 7.5 | 0.4 | 85.8 | -2.5 | 108.0 |
| Cc1ccccc1OCCn1nc(C(=O)O)c2ccccc2c1=O | -1.1 | 94.1 | 0.0 | -2.4 | 10.2 | 0.6 | 96.4 | -6.2 | 110.5 |
| COc1ccc(-n2nnc3c(=O)n(CC(=O)NCC4CCCO4)cnc32)cc1 (stereo not given) | 3.0 | 98.8 | 0.0 | 1.3 | 0.5 | -0.4 | 88.0 | 5.3 | 84.6 |
| COc1cc(C(=O)OCC(=O)N2CCC(C)CC2)cc2c1OCCO2 | -2.6 | 102.4 | 1.0 | -5.7 | 2.1 | . | 99.7 | -3.4 | 97.9 |
| NC(=O)CCCc1nc(-c2ccccc2)no1 | 2.2 | . | 2.0 | 3.9 | 17.2 | 0.4 | . | -1.4 | 94.6 |
| CC1=C(C(=O)Nc2ccccc2)C2(CCCCC2)C(C(N)=O)C(=S)N1 (stereo not given) | 5.5 | 102.9 | 0.0 | 6.1 | 8.9 | 2.3 | 93.2 | -3.9 | 94.2 |
| C=CCN(CC=C)Cc1c(C)[nH]c2ccc(C(=O)OCC)cc2c1=O | 3.9 | 91.3 | 6.0 | 4.3 | -0.1 | -0.1 | 94.7 | 0.4 | 119.7 |
| CC(C)c1nc2ccccc2n1CC(O)COC1CCCCC1 (stereo not given) | 2.8 | 100.3 | 0.0 | 3.4 | -0.1 | -0.6 | 106.1 | 0.7 | 99.1 |
| O=C(CCC(=O)N1CCN(Cc2ccc(F)cc2)CC1)Nc1nnc(C2CCCCC2)s1 | 5.5 | 98.4 | 1.0 | 7.9 | -5.8 | 6.3 | 99.1 | -0.9 | 89.6 |
| CC1CCC(NC(=O)C2CCC(CNS(=O)(=O)c3ccccc3)CC2)CC1 (stereo not given) | . | 99.2 | 0.0 | . | 31.1 | 0.1 | 103.7 | . | 105.9 |
| O=Cc1ccc(N2CCCCCC2)cc1 | -3.2 | 93.4 | 0.0 | -2.8 | 3.0 | -2.8 | 96.8 | -2.5 | 99.2 |
| O=C(CC1CCCCC1)NCc1cn2ccsc2n1 | 3.8 | 96.4 | 2.0 | 1.3 | 17.9 | -1.4 | 100.2 | 6.3 | 111.0 |
| Cc1ccc2cc(CN(Cc3ccco3)C(=O)c3ccccc3)c(=O)[nH]c2c1C | 4.0 | 101.5 | 0.0 | 0.7 | -3.6 | -2.9 | 98.5 | 10.0 | 111.3 |
| COc1ccc(-c2csc3ncnc(NCCO)c23)cc1 | -0.2 | 102.8 | 2.0 | -0.4 | 0.1 | 0.2 | 94.5 | 3.7 | 96.3 |
| COc1cccc(/C=C/C(=O)Nc2cccc(C(C)=O)c2)c1OC | -0.9 | 104.7 | 0.0 | -2.7 | -15.1 | 0.5 | 97.6 | 2.5 | 95.9 |
| Cc1cc2c(cc1S(=O)(=O)N1CCN(c3ccccc3)CC1)OCCN2C | 4.0 | 92.7 | 0.0 | 5.0 | -106.4 | 0.0 | 100.0 | 0.2 | 91.7 |
| CCOC(=O)CNS(=O)(=O)CCN1C(=O)c2ccccc2C1=O | 5.1 | 101.0 | 0.0 | -1.9 | -11.4 | 0.7 | 103.4 | 8.4 | 88.0 |
